Screens deposited in PubChem by The Scripps Research Institute Molecular Screening Center.
TTR transcr act: increases transthyretin transcription; actives 1.3% (n = 92,000); activation, % at 16.7 µM; SH-SY5Y TTR promoter Gaussia luciferase, luminescence; 100% = recombinant luciferase protein wells;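 active means activation above the mean of all tested compounds plus 3 SD, cut at about 9.5% in these data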;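 further: cells exposed to compounds for one day before reading; 0% = median of all test compound wells on the plate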
Starred values were filed as active, the others as inactive.

TTR transcr act | structure
0.3 | Cc1cc(C(=O)N2CCOCC2)n(-c2ccccc2)n1
-1.0 | CCS(=O)(=O)NCC(c1cccnc1)N1CCN(c2ccc(F)cc2)CC1 (stereo unspecified)
0.8 | CCc1ccc(CN(C)C(=O)C2CCC(=O)N(CCCN3CCCC3=O)C2)cc1 (stereo unspecified)
0.2 | Cc1nn(CC(=O)Nc2nnc(C(C)C)s2)c(=O)c2ccccc12
-0.7 | CSc1ccc(-c2nnn(Cc3ccc(C)cc3)n2)cc1
1.4 | O=C(/C=C/c1cccs1)NCc1ccc2c(c1)OCO2
1.9 | CCC(C)c1ccc(NC(=S)N2CCN(S(C)(=O)=O)CC2)cc1 (stereo unspecified)
0.9 | CC(Sc1nc(-c2ccc(F)cc2)cs1)C(=O)Nc1ccc(Cl)cn1 (stereo unspecified)
-1.0 | CCOC(=O)c1c(CNc2ccncc2)n(C)c2cc(Br)c(O)cc12
-0.7 | COc1ccc(N(CC(=O)NC(C)C)S(=O)(=O)c2ccc(NC(C)=O)cc2)cc1
-2.0 | COc1cc(/C=N/NC(=O)c2ccncc2)ccc1OC(=O)c1cccc(Br)c1
-2.2 | Cc1nc2sccn2c(=O)c1Cl
0.1 | COc1ccc(NS(=O)(=O)c2ccc(O)c(NS(=O)(=O)c3ccc(NC(C)=O)cc3)c2)cc1
-1.8 | COc1ccc(C(C)=NNS(=O)(=O)c2ccc(C)cc2)cc1OC
-1.1 | Clc1cccc(OCCN2CCN(CCOc3cccc(Cl)c3)CC2)c1
-0.1 | CCSc1nnc(NC(=O)C2CCCN(C(=O)c3ccc(Cl)cc3)C2)s1 (stereo unspecified)
-6.1 | O=C(/C=C/c1cccc([N+](=O)[O-])c1)c1cccs1
-1.7 | COc1cccc(NC(=O)c2ccnc(N3CCC(C(=O)NCc4ccccc4OC)CC3)c2)c1
4.8 | Cc1ccc(Cl)cc1NC(=O)COC(=O)CSc1ccccc1
6.3 | CCc1nc2ccc(C(=O)NCCN3CCOCC3)cn2c1N(C=O)Cc1ccc(OC)cc1

Structures shown so far with a thiophene ring, fused or not, in the order listed:
TTR transcr act | structure
1.4 | O=C(/C=C/c1cccs1)NCc1ccc2c(c1)OCO2
-6.1 | O=C(/C=C/c1cccc([N+](=O)[O-])c1)c1cccs1

Arranged by the number under TTR transcr act (ascending): 4 from the list above
compound | TTR transcr act
COc1cc(/C=N/NC(=O)c2ccncc2)ccc1OC(=O)c1cccc(Br)c1 | -2.0
COc1ccc(C(C)=NNS(=O)(=O)c2ccc(C)cc2)cc1OC | -1.8
CCSc1nnc(NC(=O)C2CCCN(C(=O)c3ccc(Cl)cc3)C2)s1 (stereo unspecified) | -0.1
CC(Sc1nc(-c2ccc(F)cc2)cs1)C(=O)Nc1ccc(Cl)cn1 (stereo unspecified) | 0.9

Next part.
TTR transcr act | structure
-1.6 | COc1ccc(/C=C/C(=O)O/N=C(\N)c2ccccn2)cc1OC
0.8 | O=C(CSc1nc2ccccc2[nH]1)Nc1ccc(F)cc1
-2.0 | Cc1cc2oc3ccc(NCCCn4ccnc4)cc3c(=O)c2cc1C
-0.6 | CCOC(=O)c1c(-c2ccccc2)csc1NC(=O)CCN1C(=O)c2ccccc2C1=O
5.9 | O=C(Nc1ccccc1)c1ccccc1OCc1cccc([N+](=O)[O-])c1
-4.5 | CCCC(=O)NC(Nc1cc(C(F)(F)F)ccc1Cl)C(Cl)(Cl)Cl (stereo unspecified)
0.4 | Cc1ccc(S(=O)(=O)N2CCOCC2)cc1C(=O)Nc1c(C)n(C)n(-c2ccccc2)c1=O
7.5 | COc1ccc([N+](=O)[O-])cc1NC(=O)CC(C)c1ccccc1 (stereo unspecified)
-0.2 | O=C1CC(C(=O)N2CCc3ccccc32)CN1c1cccc(C(F)(F)F)c1 (stereo unspecified)
1.5 | c1ccc(CNc2nc(-c3cccs3)nc3ccccc23)cc1
0.1 | COc1ccc(NC(=S)N/N=C/c2cccn2Cc2ccccc2F)cc1
0.5 | CC1=C(C(=O)N(C)C)CC(CC(=O)NCc2cccs2)C(=O)N1Cc1ccccc1 (stereo unspecified)
1.5 | CNC(=S)Nc1cccc(C(=O)OC)c1
-1.9 | CC(C)c1ccc(CC(=O)N2CCC2(C)C(=O)NS(=O)(=O)c2cccc(OC(F)F)c2)cc1 (stereo unspecified)
-0.6 | COC(=O)CCC(=O)Nc1nc(-c2ccccc2)cs1
-1.2 | O=C(/C=C/c1ccc(Cl)cc1)Nc1ccc(N2CCCCC2)cc1
-1.4 | COc1cc(CN2CCN(c3ccccc3F)CC2)cc(OC)c1O
1.1 | O=C(COc1cccc2c1CCN(Cc1ccccc1)C2=O)N1CCCCC1
5.3 | NS(=O)(=O)c1cccc(NC(=O)CSc2nnc(C3CC3)n2C2CC2)c1
-2.3 | O=C(Cc1ccc(F)cc1)N1CCC(CC2CC(c3cccc(Br)c3)=NO2)(C(=O)NCC2CCCCC2)CC1 (stereo unspecified)
-1.3 | CC(C)(C)c1ccc(-c2noc(-c3ccc4c(c3)CCO4)n2)cc1
-0.7 | C[C@@H]1CN([C@@H](C)CO)C(=O)c2cc(Br)cnc2O[C@H]1CN(C)C(=O)NC1CCCC1
9.9* | O=C(NNC(=O)c1cccc(Br)c1)C(=O)N1CCCCC1
-0.5 | S=c1[nH]nc(-c2ccc(Br)cc2)n1Cc1ccccc1
-0.9 | Cn1cc(C(=O)N/N=C/C2=C(N3CCOCC3)C(=C/c3ccc([N+](=O)[O-])cc3)/CC2)ccc1=O
3.0 | Cc1cccc(NC(=S)N2CCN(S(=O)(=O)c3cccc(F)c3)CC2)c1
-0.5 | CC(C)(C)OC(=O)NNC(=O)c1cccs1
-4.3 | Cc1cccc(Nc2nc(-c3ccc(F)cc3)cs2)n1
-0.9 | COc1ccc(CNC(=O)C/C(C)=N/NC(=O)COc2ccc(C)cc2Br)cc1
4.1 | CC(=O)N1CCCc2cc(S(=O)(=O)CCC(=O)N3CCN(c4ccccc4)CC3)ccc21
-0.2 | Cn1ccnc1SCC(=O)Nc1cc(C(F)(F)F)ccc1N1CCOCC1
-0.1 | Cc1ccc(S(=O)(=O)NC(=O)N2CCN(Cc3c(F)cccc3Cl)CC2)cc1
-0.1 | O=C1Nc2ccc(Cl)cc2/C1=C/C1CC=CCC1 (stereo unspecified)
2.3 | CN1C(=O)N(C)C2CC1N(C)C(=O)N2C
-1.6 | Cc1ccc(OCCn2c(C)c(/C=N/n3cnnc3)c3ccccc32)cc1
2.2 | CCNC(=O)N1CCC(n2nccc2NC(=O)CCOc2ccccc2)CC1
-1.1 | COC(=O)/C(=C\c1ccc(O)cc1)c1nc2ccccc2[nH]1
0.9 | C=CCN1C(=O)C2(OCCCO2)c2cccc(Cl)c21
3.2 | CC(C)C(c1nnnn1Cc1ccccc1)N(CCCO)Cc1cc2cc3c(cc2[nH]c1=O)OCO3 (stereo unspecified)
1.6 | Cc1ccc(CNc2cc(C(=O)O)ccc2C)s1
1.1 | Cc1ccc(S(=O)(=O)c2nc(S(C)(=O)=O)sc2N2CCOCC2)cc1
-0.4 | CCN(CC(=O)Nc1ccc(NC(C)=O)cc1)C(=O)CSCc1c(C)noc1C
-5.0 | CC(Nc1nc(-c2ccc(F)cc2)cs1)c1nc2cc(Cl)c(N3CCCCC3)cc2n1CCOCCO (stereo unspecified)
0.9 | CCc1nc2ccc(C(=O)NCc3ccc(OC)cc3)cn2c1N(C)C(=O)Cc1ccccc1
1.8 | O=c1ccc(Cc2ccc(Cl)cc2)n[nH]1
0.1 | CC(Oc1ccc(F)cc1)C(O)CCN(C)C (stereo unspecified)
-0.2 | CCOc1ccc(Cc2n[nH]c(=S)n2Cc2ccccc2)cc1
-0.9 | Cc1noc(C)c1C(=O)Nc1nc2ccc(S(C)(=O)=O)cc2s1
3.8 | CCCCc1c(C)nc2cc(-c3ccco3)[nH]n2c1=O
0.1 | COc1ccc(S(=O)(=O)N2CCN(CC(=O)c3[nH]c(C)c(C(C)=O)c3C)CC2)cc1OC
-2.1 | Cn1c(SCC(=O)NC2CCCCC2)nnc1-c1ccccn1
7.7 | CCCCCn1nnnc1C1(C)CSCC(=O)N1Cc1ccco1 (stereo unspecified)
-0.5 | O=C(O)CCCC(=O)Nc1ccc(-n2ccc(C(F)(F)F)n2)cc1
4.2 | O=C(Cn1ncn2nc(-c3ccccc3)cc2c1=O)NCc1ccccn1
-1.5 | COc1cc(C(=O)NNC(=O)CCOc2ccccc2)cc(OC)c1OC
-2.6 | Nc1cc(S(=O)(=O)N2CCCCC2)ccc1Oc1ccccc1
-2.7 | Cc1ccc2c(c1)N(C(C)C(=O)NCc1ccc3c(c1)OCO3)C(=O)CO2 (stereo unspecified)
-1.2 | CC(=O)c1ccc(NC(=O)N2CCN(c3cccc(Cl)c3)CC2)cc1
-0.8 | Cn1c(=O)cc(OCCCC(=O)NCc2cccnc2)c2ccccc21
-1.1 | COC/C=C/C1=CC2=CC(=O)C(C)(OC(=O)c3cnc4ccccc4n3)C(=O)C2=CN1c1ccc(OC)cc1 (stereo unspecified)

Entries above marked active in TTR transcr act.
TTR transcr act | structure
9.9* | O=C(NNC(=O)c1cccc(Br)c1)C(=O)N1CCCCC1

Carrying on:
TTR transcr act | structure
-0.7 | O=[N+]([O-])c1cc(-c2ccc(/C=N/n3cnnc3)o2)ccc1Cl
-1.0 | CN1CCCN(C(=O)c2cc(=O)[nH]c3ccccc23)c2nc3ccccc3nc21
-1.8 | O=C(CSc1nnc(CNC(=O)c2c(F)cccc2F)o1)Nc1ccc2c(c1)OCO2
0.2 | Cc1cc(C)n(CCCN2C(=O)c3cccc4cccc(c34)C2=O)n1
-0.1 | CCCCSc1nc2sc3c(c2c(=O)n1-c1ccc(C)cc1)CCN(C)C3
-2.2 | CCOc1ccc(C(=O)NCC(=O)OCC(=O)Nc2nnc(-c3ccccc3)o2)cc1
2.0 | O=C(CN1CCN(CC(=O)Nc2ccccc2F)CC1)Nc1ccc2c(c1)OCCO2
3.2 | O=C(CCc1n[nH]c(=O)[nH]c1=O)N/N=C/c1ccc(Br)o1
1.1 | CCNc1ccc(C(=O)O)cc1N
-1.4 | Nc1c(C(=O)c2ccco2)oc2ccccc12
-1.5 | COc1ccc(C=O)c(OCc2cn(CC(=O)c3ccc(O)cc3)nn2)c1
-1.7 | O=[N+]([O-])c1ccc(OCC(O)CN(C2CCCCC2)C2CCCCC2)cc1 (stereo unspecified)
-2.1 | Cc1cccc(Nc2nnc(SCC(=O)NC(=O)Nc3ccc4c(c3)OCCO4)s2)c1
-0.8 | COc1ccccc1/C=N/NC(=O)CSc1cc(C)nc2ccccc12
8.1 | CCOc1ccc(-n2c(C)cc(/C=N/Nc3nc(C)cc(=O)[nH]3)c2C)cc1
-2.1 | COC(=O)CSc1nccc(-c2ccc(F)cc2)c1C#N
-1.5 | COc1ccccc1CN(C)C(=O)C1(c2ccc(Cl)cc2)CC1
-1.7 | CNC(=O)COc1cccc(C(=O)NCc2ccccc2)c1
0.4 | COc1cccc2c(=O)c3c(oc12)CCCC3
1.8 | COc1ccc(C(=O)NCc2ccc3c(c2)cc(C)n3C)cc1OC
2.5 | C=CCN1C(=O)C(CC(=O)Nc2ccccc2)N(Cc2ccccn2)C1=S (stereo unspecified)
2.4 | O=P(NCc1ccccc1)(OCc1ccccc1)OCc1ccccc1
1.5 | CC1(C)Oc2ccc3ccc(=O)oc3c2C[C@H]1O
1.0 | CC(=O)Nc1ccc(S(=O)(=O)Nc2nc3ccccc3s2)cc1
3.8 | CCCOc1cccc(NC(=O)OC2CCN(C)CC2)c1
1.3 | O=C(NC1CCCCC1)C(c1cc2ccccc2o1)N1CCOCC1 (stereo unspecified)
-0.7 | CCc1ccc(CN2C(=O)c3ccccc3C2C(=O)NCc2cccnc2)cc1 (stereo unspecified)
-1.3 | Cc1cc(NCCC(C)C)n2nc(C)c(-c3ccccc3)c2n1
2.9 | CCCNC(=O)c1ccccc1NC(=O)COc1ccc(OC)cc1
8.1 | COc1ccccc1-c1c(C)nn2c(C)cc(C)nc12
0.9 | CCn1c(SCC(=O)Nc2ccc(OC)c(OC)c2)nnc1-c1cccs1
0.0 | Cc1ccc(OCCn2cccn2)c(C)c1
-2.1 | CN(C)c1ccc(C(=O)C=Cc2ccc([N+](=O)[O-])cc2)cc1
1.6 | Nc1c2c(nc3ccn(-c4ccccc4)c(=O)c13)CCCCC2
-1.3 | O=C(c1cnc2ccc(Cl)cc2c1Cl)N1CCOCC1
-1.0 | CCCCC[C@@H]1C=C(C(=O)O)[C@H](c2ccc(OC)c(OC)c2)N1S(=O)(=O)c1ccc(C)cc1
-0.3 | C=CCNC(=O)/C(=C/c1cccc([N+](=O)[O-])c1)NC(=O)c1ccco1
14* | CCOC(=O)CC1(NC(=O)C2CCC(=O)N(CCc3ccccc3)C2)CCCCC1 (stereo unspecified)
-1.5 | COC(=O)c1cc(NC(=O)Cc2ccccc2[N+](=O)[O-])cc(C(=O)OC)c1
0.8 | CC(C)N1CCN(Cc2ccc(OCc3ccccc3)cc2)CC1CCO (stereo unspecified)

The list goes on, starting with the last four of the part before.
TTR transcr act | structure
-0.3 | C=CCNC(=O)/C(=C/c1cccc([N+](=O)[O-])c1)NC(=O)c1ccco1
14* | CCOC(=O)CC1(NC(=O)C2CCC(=O)N(CCc3ccccc3)C2)CCCCC1 (stereo unspecified)
-1.5 | COC(=O)c1cc(NC(=O)Cc2ccccc2[N+](=O)[O-])cc(C(=O)OC)c1
0.8 | CC(C)N1CCN(Cc2ccc(OCc3ccccc3)cc2)CC1CCO (stereo unspecified)
-0.8 | CCOC(=O)c1c(-c2ccc(C)cc2)csc1NC(=O)c1ccc(N2C(=O)CCC2=O)cc1
-0.2 | CC(C)OCCCNC(=O)Cn1ccc2cc(S(=O)(=O)N3CCCCCC3)ccc21
2.0 | O=C(N[C@@H](Cc1ccccc1)C(=O)O)c1cccs1
-1.0 | COc1cc(C(=O)NC(=S)Nc2ccc([N+](=O)[O-])cc2C)cc(OC)c1OC
-2.2 | COc1ccc(/C(C)=N/OC/C(O)=C(\C#N)c2nc3ccccc3[nH]2)c(OC)c1
2.0 | CC1(C)CC(=O)C(C(C2=C(O)CC(C)(C)CC2=O)c2ccc(Cl)c([N+](=O)[O-])c2)C(=O)C1 (stereo unspecified)
-0.8 | COc1ccc2c(c1)N[C@@](CCN1C(=O)c3ccccc3C1=O)(c1[nH]c3ccccc3c1CCN1C(=O)c3ccccc3C1=O)C2=O
-0.4 | Cc1ccc(OCC(=O)N(C)CC(=O)Nc2cccc(F)c2)cc1

Only part of the results is shown (hit frequency here may not be typical).
